High-throughput results: PubChem, The Scripps Research Institute Molecular Screening Center
HTRA1 inhibitor: HTRA1 (human) protease inhibition; Q92743; 340,000 compounds, 0.5% hits; AID 504803; inhibition, % at 5.96 µM; recombinant HTRA1, FP-rhodamine activity-based probe, fluorescence polarization; in the data active means inhibition above about 36%;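 further: 0% = enzyme with DMSO and 100% = wells lacking enzyme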
Target sequence (Q92743 whole entry, looked up): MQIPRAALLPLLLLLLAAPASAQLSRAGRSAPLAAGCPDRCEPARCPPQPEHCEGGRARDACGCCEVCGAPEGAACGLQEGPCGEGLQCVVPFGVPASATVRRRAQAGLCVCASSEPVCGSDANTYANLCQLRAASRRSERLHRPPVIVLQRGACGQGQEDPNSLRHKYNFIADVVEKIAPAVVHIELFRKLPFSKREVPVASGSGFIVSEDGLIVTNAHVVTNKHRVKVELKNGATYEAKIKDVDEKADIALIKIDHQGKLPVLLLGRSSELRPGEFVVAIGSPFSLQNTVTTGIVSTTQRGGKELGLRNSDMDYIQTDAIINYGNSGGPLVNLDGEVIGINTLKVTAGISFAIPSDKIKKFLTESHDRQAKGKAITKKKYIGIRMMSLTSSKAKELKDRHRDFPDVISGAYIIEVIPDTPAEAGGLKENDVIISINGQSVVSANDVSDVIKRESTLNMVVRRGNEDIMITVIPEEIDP
Starred values were filed as active, the others as inactive. A portion of the library. The share of hits here may be higher or lower than overall.

| SMILES | HTRA1 inhibitor |
| --- | --- |
| O=C(Nc1ccc(F)cc1F)c1noc2c1CCC2 | 1 |
| Cc1ccc(NC2=C/C(=N\S(=O)(=O)c3cccs3)c3ccccc3C2=O)c(C)c1 | 53* |
| COCCOC(=O)C(C#N)c1nc2ccccc2nc1N1CCN(Cc2ccccc2)CC1 (stereo not given) | -1 |
| COC(=O)[C@@]1(Cc2ccc(F)cc2)[C@H]2c3cc(C(=O)N4CCCC4)n(CCCNc4ncc(C(F)(F)F)cc4Cl)c3C[C@H]2CN1C(=O)c1ccccc1 | -21 |
| O=c1oc2ccccc2cc1-c1nc(-c2ccccc2)no1 | -1 |
| CN(CCOc1ccc(Cl)cc1)C(=O)c1cccc(S(=O)(=O)N2CCN(c3ccc(F)cc3)CC2)c1 | -22 |
| CCOC(=O)C1=C(O)/C(=C/c2cn(CC(=O)NCC3CCCO3)c3ccccc23)SC1=Nc1ccc(C)cc1 (stereo not given) | -10 |
| COc1ccc2[nH]c3c(c2c1)CCn1c-3nc2ccccc2c1=O | -8 |
| COC(=O)c1ccccc1NC(=O)c1cc(-c2ccc(C)cc2)on1 | 7 |
| O=C(Cn1c2[n+](c3ccc(C(F)(F)F)cc31)CCCCC2)Nc1ccc(Br)cc1 | 10 |
| COc1ccc(C(=O)N/N=C/c2sc3ccccc3c2O)cc1 | 24 |
| COc1cccc(OC)c1C(=O)Nc1ccnn1C | 6 |
| COc1ccc(NC(=O)Nc2cccc3c2O[C@H](CN(C)C(=O)Nc2ccc(C(F)(F)F)cc2)[C@@H](C)CN([C@H](C)CO)C3=O)cc1 | -12 |
| COc1cc2c(cc1[N+](=O)[O-])-c1ccc([N+](=O)[O-])cc1C2=NNC(N)=S | 19 |
| C=CC[C@H](CC(=O)N[C@H](CO)Cc1ccccc1)C(=O)N[C@H](COC(=O)[C@@H](CC=C)Cc1ccc(F)cc1)Cc1c[nH]c2ccccc12 | -7 |
| COc1ccc(C)cc1Nc1nc(N)c2cc(OC)c(OC)cc2n1 | -1 |
| Cc1ccc(C)c(S(=O)(=O)Nc2ccc(-n3cnnn3)cc2)c1 | -11 |
| C#CCOCCOCCOCCNc1nc(N2CCN(C(=O)[C@H](CCC(=O)O)n3cc(C(N)CC(C)C)nn3)CC2)nc(N2CCN(C(=O)[C@H](CCC(=O)O)n3cc(C(N)CC(C)C)nn3)CC2)n1 (stereo not given in full) | 2 |
| c1ccc(C[C@H]2CNCCN2CCC23CC4CC(CC(C4)C2)C3)cc1 | -6 |
| O=C1OCCN1C(=O)[C@H]1[C@H](c2ccc(F)cc2)C(c2ccccc2)=NN1c1ccc(Br)cc1 | -19 |
| C[C@@H]1CN([C@H](C)CO)C(=O)Cc2cc(NS(=O)(=O)c3ccc(Cl)cc3)ccc2O[C@H]1CN(C)Cc1ccc(C(F)(F)F)cc1 | -58 |
| COc1ccc(/C=C/c2ccc3ccccc3[n+]2C)cc1OC | 5 |
| COc1cc(C(=O)NCc2ccc(-n3cccc3)cc2)cc(OC)c1OC | 5 |
| CCO/C=C1\C(=O)N(c2ccccc2)C(=O)c2ccccc21 | -15 |
| COc1ccc(NC(=O)c2cc3c(COC(C)=O)cnc(C)c3oc2=Nc2cccc(C(=O)O)c2)c(OC)c1 | 3 |
| CCC(C(=O)NCCC(C)C)n1ccc2cc(S(=O)(=O)N3CCCCC3)ccc21 (stereo not given) | -25 |
| Cc1cccc(CN2C(=O)/C(=C\c3ccc(C(=O)NCCN4CCOCC4)cc3)Sc3ccccc32)c1 | -29 |
| Cc1ccsc1C1C=C(c2cccc(Br)c2)Nc2ncnn21 (stereo not given) | -22 |
| COCc1cc(C)c(C#N)c(=S)[nH]1 | -1 |
| COc1ccc(/C=C2\Oc3cc(OCC(=O)N4CCC[C@H]4C(=O)O)ccc3C2=O)c(OC)c1 | -11 |
| O=Cc1ccc(O)c2ncccc12 | 36* |
| COC(=O)C1=C(C)N(Cc2ccco2)C(=O)N[C@@H]1c1cccc(C(F)(F)F)c1 | -12 |
| CC[C@H](C)/C=C/C1=CC2=C(Cl)C(=O)[C@@]3(C)OC(=O)C(C(=O)[C@H](C)[C@@H](C)O)=C3C2=CO1 | 54* |
| COc1ccc(C(C(=O)NC2CCCC2)N(C(=O)c2snc(C(N)=O)c2N)c2cccc(O)c2)cc1 (stereo not given) | -1 |
| O=C(N/N=C/c1sc2ccccc2c1O)c1ccccc1 | 29 |
| CCOC(=O)c1c(NC(=O)c2c(C)noc2C)sc2c1CCCCC2 | -4 |
| CCn1cc(C(=O)NNC(=O)c2ccc(Cl)cc2)c(=O)c2ccc(C)nc21 | 0 |
| CNc1oc(Cc2ccccc2)nc1S(=O)(=O)c1ccccc1 | 2 |
| O=C(c1cccc(N2CCCC2=O)c1)N1CCN(c2cccc(Cl)c2)CC1 | 4 |
| COc1ccc(OC)c(Nc2nc(=O)c3cccnc3s2)c1 | 15 |

A draw from above in order of molecular weight, ascending.
| SMILES | HTRA1 inhibitor |
| --- | --- |
| COCc1cc(C)c(C#N)c(=S)[nH]1 | -1 |
| COc1ccc(/C=C/c2ccc3ccccc3[n+]2C)cc1OC | 5 |
| O=C(c1cccc(N2CCCC2=O)c1)N1CCN(c2cccc(Cl)c2)CC1 | 4 |
| C[C@@H]1CN([C@H](C)CO)C(=O)Cc2cc(NS(=O)(=O)c3ccc(Cl)cc3)ccc2O[C@H]1CN(C)Cc1ccc(C(F)(F)F)cc1 | -58 |

The list goes on.
| SMILES | HTRA1 inhibitor |
| --- | --- |
| O=S(=O)(Nc1ccccc1N1CCOCC1)c1ccc(Cl)cc1 | -1 |
| C#CCOCCOCCOCCNc1nc(N2CCN(C(=O)CCCCCCCCCCNC(=O)[C@H](CCCCN)n3cc(CCCC(=O)O)nn3)CC2)nc(N2CCN(C(=O)CCCCCCCCCCNC(=O)[C@@H]([C@H](C)O)n3cc(C)nn3)CC2)n1 | -22 |
| C#CCOCCOCCOCCNc1nc(N2CCN(C(=O)CCCCCCCCCCNC(=O)[C@H](CCCCN)n3cc(C)nn3)CC2)nc(N2CCN(C(=O)CCCCCCCCCCNC(=O)[C@H](CCCCN)n3cc(CCCC(=O)O)nn3)CC2)n1 | -22 |
| Fc1ccc(Cn2nnc3ccccc32)cc1 | 4 |
| CCCCNC(=O)C(C1CCCCC1)N(CCN(C)C)C(=O)CCCN1C(=O)NC(c2ccc(-c3ccccc3)cc2)C(C(=O)OCc2ccccc2)=C1C (stereo not given) | -51 |
| O=C(O)CSc1nnc(Cn2c(=O)sc3ccccc32)n1-c1cccc(Cl)c1 | 3 |
| CC(C)(C)C(=O)N1CCN(C(c2ccccc2)c2ccccc2)CC1 | -2 |
| CC1(C)CC(=O)C(C(C2=C(O)CC(C)(C)CC2=O)c2cccs2)C(=O)C1 (stereo not given) | -1 |
| Cc1ccnc2c1ccc1c(C)ccnc12 | 7 |
| COc1cccc(-c2sc3ccc(OC)cc3c2-c2ccc(OCCN3CCCC3)cc2)c1 | -15 |
| C[C@H]1CN([C@@H](C)CO)C(=O)c2cccc(NC(=O)c3cnccn3)c2O[C@@H]1CN(C)S(=O)(=O)c1ccc(F)cc1 | -6 |
| Cn1c(=O)c(=O)n(C)c2cc(S(=O)(=O)N3CCN(c4cccc(C(F)(F)F)c4)CC3)ccc21 | 7 |
| COCc1c(C(=O)Nc2cccc(S(=O)(=O)N3CCCCC3)c2)oc2ccccc12 | -6 |
| CCc1nn2c(=O)cc(CSCC(=O)Nc3ccccc3Cl)nc2s1 | -1 |
| COc1ccc(NC(=O)c2ccccn2)cc1 | 4 |
| Cc1ccc(-n2nc3c(c2NC(=O)C(C)(C)C)CS(=O)(=O)C3)cc1 | -2 |
| CN(CCNC(=O)CN1CCN(Cc2ccccc2Cl)C1=O)Cc1ccccc1 | 1 |
| Nc1ccccc1SCC(O)Cn1ccc2ccccc21 (stereo not given) | -4 |
| O=C1CCc2nc3ccccc3c(=O)n2N1 | 5 |
| CCCCCN(C(=O)CCC(=O)OCC(=O)c1ccc(C(C)CC)cc1)c1c(N)n(CCCC)c(=O)[nH]c1=O (stereo not given) | 4 |
| O=C(Nc1cccc(-c2nc3ccccc3s2)c1)c1cc(-n2cnnc2)ccc1Cl | -100 |
| COc1ccc(NC(=O)CN2C(=O)/C(=C3\SC(=S)N(CCC(=O)O)C3=O)c3ccccc32)cc1 | -5 |
| N#Cc1ccc(CSc2nnc(Cc3cccs3)n2Cc2ccco2)cc1 | -2 |
| COC(=O)CCC(=O)OC1(C)C(=O)C2=CN(CC3CC3)C(c3ccc(OC)cc3)=CC2=C(Br)C1=O (stereo not given) | 50* |
| Cc1cc(NCCCn2ccnc2)n2ncc(-c3ccccc3)c2n1 | 7 |
| O=C(c1ccco1)N1CCN(C(=O)c2cc3c(=O)oc4ccccc4c3s2)CC1 | 1 |
| CC(=O)O[C@H]1CC[C@H]2[C@@H]3CCc4cc(O)ccc4[C@H]3CC[C@]12C | -12 |
| COc1ccccc1C(=O)N/C(=C\c1cn(S(=O)(=O)N(C)C)c2ccccc12)C(=O)NCCN1CCOCC1 | -2 |
| CC(C)Oc1ccc(/C=N/NC(=O)C2CCCN2S(=O)(=O)c2ccc(Cl)cc2)cc1 (stereo not given) | -15 |
| Cc1oc(-c2ccc(Cl)cc2)nc1CN1CCC(C(=O)N2CCc3ccccc3C2)CC1 | -16 |
| COc1ccc(C(=O)Nc2ccc(NC(C)=O)cc2)cc1S(=O)(=O)N1CCCCC1C (stereo not given) | -5 |
| Cc1cccc(NC(=O)c2cc(-c3cc(Cl)ccc3O)n[nH]2)c1 | -4 |
| O=C(Nc1ccc(C(F)(F)F)cc1)c1ccc(NC(=O)C2CCCO2)cc1 (stereo not given) | 1 |
| CC1CCN(c2nc3ccccc3nc2C(C#N)C(=O)OC2CCCCC2)CC1 (stereo not given) | 10 |
| C=CCn1c(CCCNC(=O)c2ccccc2OC)nc2ccccc21 | 0 |
| O=C1N/C(=C\c2ccc(O)cc2)C(=O)c2ccccc21 | -12 |
| CC(C)OC(=O)[C@H]1[C@H](c2ccc(Cl)cc2)[C@@](C#N)(C(N)=O)[C@@H]2C=CC(C(N)=O)=CN21 | 6 |
| COc1ccc(CCn2c(NN=C3CCCCC3)nc3c2c(=O)[nH]c(=O)n3C)cc1 | 6 |
| COc1cccc(CN(C(=O)COc2ccccc2[N+](=O)[O-])C2CCS(=O)(=O)C2)c1 (stereo not given) | -1 |
| CC(=O)NC(c1ccco1)c1ccc2cccnc2c1O (stereo not given) | 19 |

Overlap with the part before: 2 entries, then new ones.
| SMILES | HTRA1 inhibitor |
| --- | --- |
| COc1cccc(CN(C(=O)COc2ccccc2[N+](=O)[O-])C2CCS(=O)(=O)C2)c1 (stereo not given) | -1 |
| CC(=O)NC(c1ccco1)c1ccc2cccnc2c1O (stereo not given) | 19 |
| CCCn1nc(-c2nnc(-c3ccc(C)c(C)c3)o2)c2ccccc2c1=O | 12 |
| COc1ccc(S(=O)(=O)N2CCN(CC(=O)Nc3cc(C(F)(F)F)ccc3Cl)CC2)cc1 | 0 |
| CNC(=O)Cn1nc(-c2ccc(Cl)cc2)c2ccccc2c1=O | 2 |
| Cc1ccc(C2(C(=O)N3CCC(n4nc(-c5ccccc5)oc4=O)CC3)CC2)cc1 | -15 |
| CCCc1cnc(N2CCN(C(=O)c3ccc(OC)cc3)CC2)nc1 | 0 |
| COc1ccc(CNC(=O)CCNS(=O)(=O)c2ccc3c(c2)oc(=O)n3C)cc1 | 5 |
| CCOC(=O)[C@@H]1[C@H]2COc3ccccc3[C@H]2N2C(=O)N(c3cccc(Cl)c3)C(=O)[C@@]12C | -35 |
| CCOc1ccc(-n2c(N)c(C(=O)NCc3ccco3)c3nc4ccccc4nc32)cc1 | -18 |
| CC(C)c1ccc(S(=O)(=O)c2nnn3c2nc(NCC2CCCO2)c2ccccc23)cc1 (stereo not given) | -9 |
| CCN(CCO)C1CC(=O)N(c2ccccc2C)C1=O (stereo not given) | -13 |
| Oc1c(Cl)cc(Cl)cc1/C=N/c1nc(-c2ccc(Cl)cc2)cs1 | -18 |
| CCCN1CCN(C2CCCCC2NS(=O)(=O)c2ccc(Cl)cc2)CC1 (stereo not given) | 0 |
| C#CCOCCOCCOCCNc1nc(N2CCN(C(=O)[C@H](CCCCN)n3cc([C@@H](N)C(C)CC)nn3)CC2)nc(N2CCN(C(=O)[C@H](Cc3cc4ccccc4[nH]3)n3cc([C@@H](N)CC(C)C)nn3)CC2)n1 (stereo not given in full) | 4 |
| CCOC(=O)CSC1=NC(=O)/C(=C/c2ccc(OC)cc2)S1 | -8 |
| CN(C)c1ccc(CNC(=O)CCNS(=O)(=O)c2cc(Br)cnc2N)cc1 | -3 |
| COc1ccc(Cn2c(C3CC3)nc3ccc(NC(=O)c4cccnc4)cc3c2=O)cc1 | -23 |
| CN(Cc1ccco1)S(=O)(=O)c1nnc(NC(=O)c2ccccc2)s1 | -1 |
| COc1ccc(C2C(C(N)=O)=C(C)Nc3nc(CCCO)nn32)cc1OC (stereo not given) | -3 |
| Cc1cccc(C(=O)n2c(=S)nc3ccccn32)c1 | -6 |
| CN(C)c1c([N+](=O)[O-])cc(N2C(=O)C=CC2=O)cc1[N+](=O)[O-] | 5 |
| Cc1ccc2cc(CN(Cc3ccco3)C(=S)NCC3CCCO3)c(=O)[nH]c2c1 (stereo not given) | -9 |
| CC(=O)c1ccc(OCC(O)CN2CCOCC2)cc1 (stereo not given) | 1 |
| Fc1ccc(C2=CC(c3ccco3)n3ncnc3N2)cc1 (stereo not given) | 0 |
| CC1(C)Cc2c(sc(NC(=O)COc3ccc(Cl)cc3)c2C#N)C(C)(C)N1 | -1 |
| CC(=O)c1cccc(NC(=O)CN(C)S(=O)(=O)c2ccc3c(c2)CCC(=O)N3)c1 | 3 |
| Cc1ccc(C=Nc2cccnc2N)cc1 | 24 |
| O=C(CN1C(=O)S/C(=C\C=C\c2ccccc2)C1=O)N1CCCCC1 | -2 |
| COc1cc(OC)cc(-c2cc3cc4c(cc3cn2)OCO4)c1 | -64 |
| O=C1CC(=O)N(Cc2ccco2)C(=S)N1 | -47 |
| CCCCN(CC)CCCNC(=O)CC1Nc2ccccc2NC1=O (stereo not given) | -6 |
| CC1=CC2=C(OC1N(C)C)c1cccc3cccc(c13)C2=O (stereo not given) | 18 |
| CCOc1ccccc1CNC(=O)Cn1ccc2cc(S(=O)(=O)N3CCC(C)CC3)ccc21 | -25 |
| O=C(O)CCC(=O)N1CCc2cc(S(=O)(=O)NCCc3ccc(Cl)cc3)ccc21 | 5 |
| Cc1ccc(C)n1Cc1ccc(C(=O)O)cc1 | 14 |
